SNCA expr inh – inhibitors of alpha-synuclein (SNCA) gene expression; HEK-293 SNCA-luciferase knock-in, luminescence, 24 h; Potency, µM (top dose mostly 57.2 µM), without a hit: at the top dose activity change, negative = inhibition, actives largely listed as inhibitors; hit rate 0.17% among 140,000; AID 1671194;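 also: potency is read from the fitted curve at half-maximal effect; plate controls were DMSO cells for no effect and cell-free wells for full effect; nearly all actives have a fitted effect of over 45% in size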
GPT2 inh – inhibitors of human GPT2 alanine aminotransferase; Q8TD30; Recombinant GPT2, coupled pyruvate oxidase/HRP Amplex Red fluorescence; Potency, µM (top dose mostly 57.7 µM), for the others: at the top dose activity change, negative = inhibition, most hits filed as inhibitors; hit rate 0.25% among 100,000; AID 1671188; also: potency is read from the fitted curve at half-maximal effect; nearly all actives have a fitted effect of over 60% in size; many of its hits are not listed in these tables
Target sequence (Q8TD30 whole entry, looked up): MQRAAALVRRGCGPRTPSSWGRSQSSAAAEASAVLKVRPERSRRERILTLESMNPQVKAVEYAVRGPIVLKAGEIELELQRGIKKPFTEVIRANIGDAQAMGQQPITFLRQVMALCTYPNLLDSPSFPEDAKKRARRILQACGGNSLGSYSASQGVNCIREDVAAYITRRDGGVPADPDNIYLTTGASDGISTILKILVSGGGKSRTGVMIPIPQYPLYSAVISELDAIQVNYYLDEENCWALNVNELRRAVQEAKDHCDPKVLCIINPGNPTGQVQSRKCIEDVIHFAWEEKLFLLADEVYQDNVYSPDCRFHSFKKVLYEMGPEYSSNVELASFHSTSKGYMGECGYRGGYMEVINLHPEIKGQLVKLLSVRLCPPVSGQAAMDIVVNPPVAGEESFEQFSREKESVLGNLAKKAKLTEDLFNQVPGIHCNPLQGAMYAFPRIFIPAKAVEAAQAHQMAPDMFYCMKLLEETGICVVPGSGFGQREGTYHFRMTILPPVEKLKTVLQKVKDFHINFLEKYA
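Fluorescence of coupled pyruvate oxidase/HRP/Amplex Red system (50uM Amplex, 30 min, dark) reports pyruvate formed by GPT2. Enzyme reaction: 10ng/uL GPT2, 2mM L-alanine, 250uM a-KG, 30 min room temperature, pH 7.5; 50uM AOA control.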
IP6K1 inh – inhibitors of human IP6K1; Q92551; IP6K1 kinase, ADP-Glo luminescence, 2 h; hits give low values; activity change, % (series mostly up to about 58 µM); hit rate 0.81% among 140,000; AID 1645851; in the data active = activity change below about -25%
Target sequence (Q92551 whole entry, looked up): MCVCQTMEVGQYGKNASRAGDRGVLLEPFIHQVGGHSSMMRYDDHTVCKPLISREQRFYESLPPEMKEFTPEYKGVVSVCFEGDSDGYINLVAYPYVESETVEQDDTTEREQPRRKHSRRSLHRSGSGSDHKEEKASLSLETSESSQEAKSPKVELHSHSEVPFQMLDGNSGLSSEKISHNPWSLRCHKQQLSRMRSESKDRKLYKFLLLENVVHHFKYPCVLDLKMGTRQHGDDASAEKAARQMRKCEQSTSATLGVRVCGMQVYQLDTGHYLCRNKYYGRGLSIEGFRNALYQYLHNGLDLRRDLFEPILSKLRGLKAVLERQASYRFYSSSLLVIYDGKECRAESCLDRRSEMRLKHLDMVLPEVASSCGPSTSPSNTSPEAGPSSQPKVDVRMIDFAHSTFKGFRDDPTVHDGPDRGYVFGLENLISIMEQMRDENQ
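ADP-Glo luminescence measures ADP made by human IP6K1 during a 2 h RT reaction with ATP/IP6 (mix at 1.3 mM/130 uM); top library doses 57.5 and 19.1 uM final.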
FLuc inh – blocks purified firefly luciferase enzyme activity | AID 1347043 | Potency, µM (highest dose often 115 µM), without a hit: top-dose activity change, negative = inhibition, hits mostly inhibitors | purified P. pyralis luciferase, luminescence, biochemical | hit rate 2.5% among 76,000 | P08659; also: potency is read from the fitted curve at half-maximal effect; nearly all actives have a fitted effect of over 65% in size
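Luminescence read by CCD imager after adding enzyme (10nM final) to wells holding compound, titrated in qHTS. Substrates 10uM each D-luciferin and ATP; buffer 50mM Tris acetate pH 7.5, 10mM Mg acetate, Tween-20, BSA.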
SNCA viab count – reduces viability of HEK-293 SNCA reporter cells | Potency, µM (doses to about 57.1 µM), without a hit: at the top dose activity change, negative = cytotoxicity, most hits filed as cytotoxic | hit rate 0.12% among 150,000 | HEK-293-SNCA-luc viability, GF-AFC fluorescence, 24 h;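 also: potency is read from the fitted curve at half-maximal effect; 0% = DMSO-treated cells and -100% = medium-only wells without cells; nearly all actives have a fitted effect of over 30% in size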
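HEK-293-SNCA-luc cells (1500/well) plated 24 h, then exposed 24 h to a dilution series; GF-AFC added 30 min at 37C, fluorescence 405/540 nm; normalised to medium-only and DMSO wells, Hill fit.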
HEK cytotox – HEK 293 cell cytotoxicity; hit rate 6.6% among 94,000; AID 1345083; Potency, µM (highest dose often 115 µM), without a hit: top-dose activity change, negative = cytotoxicity, most hits filed as inhibitors; HEK 293 viability, ATP luminescence (CellTiter-Glo), 48-72 h; also: potency is read from the fitted curve at half-maximal effect; nearly all actives have a fitted effect of over 60% in size
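ATP-coupled CellTiter-Glo luminescence served as viability read-out, recorded 10 min after reagent addition at room temperature. HEK 293 cells, 250 cells/well, had been incubated with pintool-transferred compound for 48 or 72 hr at 37 degree Celsius.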
NIH3T3 tox – cytotoxic compounds in NIH 3T3 cells; NIH 3T3 viability, CellTiter-Glo ATP luminescence, 48-72 h; Potency, µM (titrated, usually from 96.7 µM), without a hit: at the top dose activity change, negative = cytotoxicity, actives largely listed as inhibitors; AID 1345082; hit rate 4.3% among 94,000; also: potency is read from the fitted curve at half-maximal effect; nearly all actives have a fitted effect of over 55% in size
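Cytotoxicity is measured as loss of cellular ATP: NIH 3T3 cells (400/well) are exposed to compound for 48 or 72 hr at 37 °C, then CellTiter-Glo luminescence is imaged after 10 min at room temperature.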
An asterisk follows results filed as active; i = inactive; ? = inconclusive; / = not tested or not shown; [ ] = another dose, or the depositor's remark. Unless noted, calls follow the shape of the dose curve; as a rule, active = well fitted curve in the direction sought with a large enough effect; inconclusive = small, poorly fitted or top-dose-only effect, or another doubt; inactive = no such curve, though single readings can be large; an effect the other way counts as inactive or inconclusive. Unless noted, % is scaled to controls: 0 for no effect and ±100 for the full control effect. Some of the compounds tested, so the mix of outcomes need not match the whole.

molecule	SNCA expr inh	NIH3T3 tox	HEK cytotox	IP6K1 inh	FLuc inh	GPT2 inh	SNCA viab count
O=C(c1cc(-c2cnccc2Cl)c2cccn2n1)N1CCN(c2ncccn2)CC1	10%	-18%	?	-6	/	3%	-11%
CC(=O)N1CCC2(C1)N=C(c1ccncc1)C(=O)N2 (stereo unspecified)	-13%[87.6 µM]	-1%[138 µM]	i	1	-2%[172 µM]	i	10%[87.6 µM]
O=C(Cn1nc2c(cc1=O)CCCCC2)N1CCN(Cc2ccccc2)CC1	-18%	-3%	0%	-1	1%	2%	-3%
Cc1cc(C)c(S(=O)(=O)N2CCC(C)(c3noc(C)n3)CC2)c(C)c1	?	?	?	-13	-10%	4%	-1%
Cc1ncc2c(c1CNC(=O)c1cc(C(C)C)n3ncnc3n1)CCNC2	1%	5%	i	-2	9%	i	1%
O=[S+]([O-])(c1cccc(C(F)(F)F)c1)N1CCN(Cc2ccccc2-c2ccccc2F)CC1	3%	?	?	-3	/	-10%	-5%[12.5 µM]
COc1ccccc1-n1cc(C(=O)N2CC(C)(C)C(C)(O)C2)cn1 (stereo unspecified)	-5%	-13%	2%	4	0%	-27%	1%
NC(=O)[C@@H](Cc1ccccc1)NC(=O)C1=C[C@@H](NC(=O)c2ccc(F)c(Cl)c2)[C@@H](O)[C@H](O)C1	8%	-31%	i	10	-6%	i	8%
CCn1ccc(C(=O)N2C[C@@H](F)C[C@H]2C(=O)N2CCCCC2)n1	4%	i	6%	4	10%	i	5%
CCn1c2c(c(=O)n3ncc(C(=O)N4CCN(c5ccc(Cl)cc5)CC4)c13)CN(Cc1ccc(OC)cc1)CC2	-2%	/	/	17	/	/	-9%
COCCCNC(=O)c1ccc2nnc(Cc3ccco3)n2c1	7%[87.6 µM]	2%[138 µM]	i	-7	/	4%[88.5 µM]	8%[87.6 µM]
CCS(=O)(=O)N1CCc2cc(C(=O)NCc3ccccc3)ccc21	7%	/	/	25	/	/	-12%
Cc1cc(C)c(Cn2c3ccccc3c3cnn(CC(=O)NCCc4ccccc4)c(=O)c32)c(C)c1	-18%	/	/	9	/	/	11%
COc1ccc(-c2nnc(SCC(=O)Nc3ccc(Cl)cc3)s2)cc1	-4%	/	/	4	/	/	7%
O=C(O)c1cccc(CN2C(=O)/C(=C(\c3ccccc3)c3ccc(Cl)cc3)c3ccccc32)c1	/	/	/	-26*	/	i	-25%
COCC(=O)NC1CCCN(Cc2ccc(-c3cncnc3)cc2)C1 (stereo unspecified)	10%[87.6 µM]	-4%[138 µM]	4%[172 µM]	-1	/	i	-3%[12.5 µM]
Cc1cccc(CSc2nc(-c3cccs3)ccc2C#N)c1	?	/	/	-1	/	/	2%
O=C(NC(=O)c1ccc(F)cc1)Nc1ccc(-c2cc(C(F)(F)F)nn2-c2ccccc2)cc1	2%	/	/	24	/	/	2%
O=C(NCc1ccc(N2CCCC2)cc1)C1CCCN(c2cnn(Cc3ccccc3)c(=O)c2)C1 (stereo unspecified)	-3%	?	?	19	-2%	-28%	-6%
CCOCCn1c(=O)[nH]c2cc(C(=O)NCc3noc(CC)n3)ccc21	-16%	-2%	i	-11	-4%	i	3%

Next section (2 carried over from the part before).
molecule	SNCA expr inh	NIH3T3 tox	HEK cytotox	IP6K1 inh	FLuc inh	GPT2 inh	SNCA viab count
O=C(NCc1ccc(N2CCCC2)cc1)C1CCCN(c2cnn(Cc3ccccc3)c(=O)c2)C1 (stereo unspecified)	-3%	?	?	19	-2%	-28%	-6%
CCOCCn1c(=O)[nH]c2cc(C(=O)NCc3noc(CC)n3)ccc21	-16%	-2%	i	-11	-4%	i	3%
O=[S+]([O-])(CCC(F)(F)F)N1CCN(Cc2ccccc2-c2cccnc2)CC1	-3%	?	?	13	/	i	3%[12.5 µM]
Cc1n[nH]c(C)c1CCC(=O)NCC1CCN(c2cc(-c3ccc(F)cc3)[nH]n2)CC1	?	-14%	-11%	11	-13%	-12%	5%
O=C(NCC1CN(C(=O)Cc2cccc(Cl)c2)CC12CN(c1ccccc1)C2)C1CC1 (stereo unspecified)	-18%[87.6 µM]	?	?	9	1%[172 µM]	-5%[88.5 µM]	-1%[87.6 µM]
CCCN(CC1CC1)C(=O)[C@@H]1COCC(=O)N1Cc1ccccc1	7%	-17%	5%	21	-4%	-27%	7%
Cc1ccc(CNC(=O)N2CC(N(C3CCOCC3)S(C)(=O)=O)C2)cc1	-25%	-7%	2%	12	3%	4%	0%
O=C(Nc1ccccc1Cl)N1CCCC2(C1)Nc1cccnc1NC2=NC1CCCC1 (stereo unspecified)	-25%	45µM*	?	1	0%	?	?
CC(C)OC(=O)c1ccc(Cn2nnc3sc4c(c3c2=O)CCCC4)cc1	28%	/	/	3	/	/	3%
COC(=O)C1=C(C)NC(=O)NC1c1cccs1 (stereo unspecified)	-27%	-8%	5%	-12	11%	i	-4%
Cc1ncsc1C(=O)N1CC(CNC(=O)C2CC2)C2(C1)CN(c1ccccc1)C2 (stereo unspecified)	10%[87.6 µM]	?	-1%[172 µM]	18	2%[172 µM]	?	7%[87.6 µM]
COc1cccc(Cn2c(CNC(=O)c3cc([N+](=O)[O-])ccc3Cl)nc3cccnc32)c1	-17%	/	/	-7	/	/	-19%
CCC(CCO[C@@H]1O[C@H](CO[C@H]2OC[C@](O)(CO)[C@H]2O)[C@@H](O)[C@H](O)[C@H]1O)C(C)(C)O (stereo partly specified)	/	/	/	16	/	3%[27.3 µM]	10%[23.9 µM]
CCCc1cc(=O)[nH]c(SCc2nc(-c3ccccc3F)no2)n1	6%	/	/	23	/	/	11%
COc1ccc(S(=O)(=O)NC[C@@H]2C=C(C)[C@H](CC(=O)NCc3ccc(C#N)cc3)C[C@H]2C(C)C)cc1	?	25µM*	?	7	-10%	-7%	-28%
COc1cc(NC(=O)C2CCN(c3nnc(C)c4c(C)n(-c5ccccc5)nc34)CC2)cc(OC)c1	5%	/	/	17	/	/	-4%
CN(CCc1cnn(C)c1)C(=O)c1coc(COc2cccc(C(F)(F)F)c2)n1	-11%	-13%	-12%	6	-1%	i	1%
CCOC(=O)c1cnc2ccc(OC)cc2c1Nc1ccc(OCc2ccccc2Cl)cc1	54%[activator]	/	/	6	/	/	5%
Cn1cc(-c2ccccc2)cc1C(=O)N1CCOCC1	31%[activator]	i	12%	-15	-6%	i	2%
Fc1ccc2oc([C@H]3CCN(CC4CCCCC4)C3)nc2c1	12%[87.6 µM]	?	?	-2	-10%[172 µM]	3%[88.5 µM]	2%[87.6 µM]
CCn1c(CN(C)C)nnc1C1CCN(Cc2ccc(-n3ccnc3)cc2)CC1	21%	0%	-1%	-4	-3%	-1%	-6%
O=C(c1ccc(Cl)cc1)N1CCn2c(nnc2-c2ccc(Cl)cc2)C1	-3%	?	-27%	-3	/	-2%	1%
COc1ccc(C(Cl)=C(c2ccc(OC)cc2)c2ccc(OC)cc2)cc1	-35%[25.6 µM]	/	/	-6	/	-12%	3%[23.9 µM]
Cc1cccc(C)c1NC(=O)C1CCCN1S(=O)(=O)c1cccc2nsnc12 (stereo unspecified)	-7%	/	/	-6	/	/	5%
Cn1ccc(NC(=O)C2(C)COCc3cnc(Nc4ccccc4)nc32)n1 (stereo unspecified)	-6%[87.6 µM]	?	?	-1	-15%[172 µM]	?	-1%[87.6 µM]
C#CCNC(=O)CC[C@H]1CNC(=O)[C@@H]2[C@@H](CCN2Cc2csnn2)N1C	8%[87.6 µM]	i	i	-6	-3%[172 µM]	-6%[88.5 µM]	3%[87.6 µM]
O=C(NCc1ccccc1F)C1CCc2nnc(C3CC3)n21 (stereo unspecified)	7%[87.6 µM]	-21%[138 µM]	-17%[172 µM]	18	/	4%[88.5 µM]	0%[12.5 µM]
CCCN(CC1CCOC1)C(=O)c1ccc(F)cc1F (stereo unspecified)	-12%	4%	5%	18	1%	4%	1%
C=CCNC(=O)[C@@H]1CCCN1[C@@H](C(=O)NC)C1CCCCC1	-8%[87.6 µM]	-15%[138 µM]	-15%[172 µM]	4	-10%[172 µM]	3%[88.5 µM]	2%[87.6 µM]
COc1cccc([S+](=O)([O-])N2CCC3(CC2)C(=O)NN=C3c2cccnc2)c1	33%[activator]	?	?	-10	-8%	i	-7%
Cc1ccc(NC(=O)CSc2nc3n[nH]c(C)c3c(=N)n2-c2cccc(C)c2)cc1	24%	/	/	-16	/	/	-12%
CCOC(=O)CNC(=O)c1cc2n(n1)CC(c1ccc(Br)cc1)OC2 (stereo unspecified)	2%	i	-6%	10	-13%	-21%	-4%
CCc1ccc(S(=O)(=O)N2C[C@@H]3C(=O)N(C(CC)c4cccs4)C(=O)[C@@H]3C2)cc1 (stereo partly specified)	-14%	-1%	-9%	1	4%	-13%	-9%
COCCNC(=O)Cc1csc2nc(C)c(-c3cc(C)n(-c4ccccc4F)n3)c(=O)n12	6%	2%	i	19	-4%	i	2%
Cc1ccc(NC(=O)C(=O)NCC(c2cccnc2)N2CCOCC2)cc1C (stereo unspecified)	23%	/	/	33	/	/	-12%
COCCN1CCCC(c2[nH]ccc2C(=O)N2CCSCC2)C1 (stereo unspecified)	?	-4%	i	23	1%	i	0%[12.5 µM]
Cc1cc(Cl)ccc1NC(=O)N1C[C@H](c2nc(-c3cccnc3)no2)[C@@H](C)C1	5%	-25%	45µM*	-2	-20%	-11%	1%
CS(=O)(=O)CCN1C[C@@H](C(=O)O)[C@H](c2cccnc2)C1	6%	4%	i	2	-2%	-2%	0%
O=c1ccc(-c2ccccc2)nn1Cc1ccc(F)cc1Cl	-6%	/	/	-13	/	/	6%
COc1ccc(Nc2ccnc(N3CCCC(C(=O)NCc4ccc(F)cc4)C3)n2)cc1 (stereo unspecified)	?	28µM*	?	-4	/	i	?
O=C(NC1CCCN(c2ccnc3ccnn23)C1)C1CC1 (stereo unspecified)	-19%[87.6 µM]	-25%[138 µM]	?	11	/	?	?

Assay outcomes from PubChem BioAssay.
